Source: PubChem (several laboratories)
Vif inh: HIV Vif self-association inhibitors, primary screen, imaging, HEK293T, single point. HEK293T cells, Vif self-association by quenched fluorescence, 24 h. inhibition, % at 7.49 µM. 340,000 compounds, 0.35% hits; in the data active = inhibition above about 50%, passing the limit was not always enough; note: some results filed as inactive read as strong as hits
PDI turbidity: inhibitors of human PDI, primary screen, biochemical, turbidity, single point, plate reader; Protein disulfide-isomerase (Homo sapiens), P07237; PDI insulin aggregation turbidity, A650, 90 min; inhibition, % at 10 µM; 350,000 compounds, 0.052% hits;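 active = mean inhibition across replicates of 30% or more, whatever share of single replicates reach that level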;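 note: absorbance from insulin aggregation driven by PDI reduction with DTT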
Target sequence (P07237 whole entry, looked up): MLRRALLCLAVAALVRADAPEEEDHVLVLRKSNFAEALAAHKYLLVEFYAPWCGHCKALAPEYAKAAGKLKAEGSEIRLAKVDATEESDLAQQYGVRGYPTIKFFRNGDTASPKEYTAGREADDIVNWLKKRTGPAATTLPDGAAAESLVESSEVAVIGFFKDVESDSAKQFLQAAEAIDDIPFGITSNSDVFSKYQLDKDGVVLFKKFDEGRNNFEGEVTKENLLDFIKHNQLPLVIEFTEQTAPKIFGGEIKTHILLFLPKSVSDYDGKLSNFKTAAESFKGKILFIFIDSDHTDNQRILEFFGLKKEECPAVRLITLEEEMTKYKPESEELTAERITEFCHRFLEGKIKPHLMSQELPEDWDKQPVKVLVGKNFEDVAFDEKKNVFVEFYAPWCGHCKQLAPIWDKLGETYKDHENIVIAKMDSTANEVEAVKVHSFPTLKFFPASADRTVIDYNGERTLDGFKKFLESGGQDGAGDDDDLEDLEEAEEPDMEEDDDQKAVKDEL
MC4R ag barr: MC4R agonists recruiting beta-arrestin, primary screen, cell-based, luminescence, agonist arm of biased-ligand search; Melanocortin receptor 4 (Homo sapiens), P32245; U2OS MC4R beta-arrestin complementation; percent of melanotan II response, DMSO zero; activation, % at 8.9 µM; 360,000 compounds, 0.98% hits; AID 540308, 2011;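 active = activation above a per-plate cutoff, the mean activation of sample wells on that plate plus 3 SD, cut at about 8% in these data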
MC4R antagonist: MC4R antagonists of cAMP signaling, primary screen, cell-based, TR-FRET, antagonist arm of biased-ligand search. Melanocortin receptor 4 (Homo sapiens), P32245. AID 540295, 2011. 360,000 compounds, 0.48% hits. MC4R-expressing cells, MTII-stimulated cAMP, LANCE TR-FRET. inhibition, % at 6.5 µM;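 active = inhibition above its plate's cutoff, the mean of tested wells on that plate plus 3 SD, cut at about 29% in these data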;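 note: 0% = Melanotan II alone and 100% = Melanotan II plus saturating MCL0020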
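Test system: U2OS cells stably expressing human melanocortin 4 receptor (MC4R); also added: Melanotan II challenge; compound: 6.5 µM single dose; timing: 30-min compound preincubation, 1-h Melanotan II challenge, 1-h detection, room temperature; signal: Eu-cAMP/anti-cAMP TR-FRET, emission 671 nm; repeats: one well per compound, no replicates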
Glyco luc inh: increase of ERlucT glycosylation luciferase signal, primary screen, N-linked glycosylation inhibitor project, D54 ERlucT cells, luminescence, set 2 | D54 ERlucT glycosylation luciferase reporter, 24 h; percent of 100 nM tunicamycin response | reporter increase, % at 12.5 µM | 360,000 compounds, 0.23% hits | AID 588692, 2011;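 active = mean luciferase reporter signal, scaled so untreated is 0 and the glycosylation-blocking control 100, at or above a set limit in every replicate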;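 note: luciferase carries N-glycosylation sites so blocking glycosylation raises the light; 0% = median of neutral control wells and 100% = median of 100 nM tunicamycin wells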
ABCB6 inh 2: ABCB6 transporter inhibitors, primary screen, K562-ABCB6 cells, flow cytometry, MLPCN library; ATP-binding cassette sub-family B member 6 (Homo sapiens), Q9NP58; K562-ABCB6 porphyrin accumulation, 1 h; active compounds read low; fluorescence ratio to DMSO, % at 10 µM; 360,000 compounds, 0.19% hits;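 active = fluorescence ratio to DMSO below 75%, the collection mean minus 3 SD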;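 note: signal is porphyrin accumulated inside mitochondria; 100% equals median channel fluorescence of DMSO control wells; lower ratio means ABCB6 inhibition with less porphyrin fluorescence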
H9c2 protect: cardioprotection against H2O2-induced cell death, primary screen, uHTS, H9c2 cells, ATPLite luminescence | H9c2 cardiomyocytes, H2O2 injury protection, 2 h | protection from H2O2 cell death, % at 20 µM | 360,000 compounds, 0.63% hits;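 active = compounds giving at least 50% protection of heart cells from peroxide-induced death in the single-dose screen, raw or plate-pattern-corrected value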;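 note: 0% = DMSO wells with peroxide and 100% = DMSO wells without peroxide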
CaV13 FRET inh: Disruptors of the CACNA1D IQ motif to Ca2+-dependent inactivation inhibitor domain association, primary screening, Förster resonance energy transfer in intact living …; HEK cells, CFP/YFP FRET ICDI-IQ, plate reader, 10 min; percent FRET-ratio fall versus neutral wells; inhibition, % at 12.3 µM; 340,000 compounds, 0.098% hits;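 active = mean replicate inhibition of at least 30% and at least 1% of replicates passing that level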;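 note: 0% = median of the neutral control wells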
m5-HT2A agonist: mouse Htr2a agonists via beta-arrestin recruitment, primary screen, cell-based, luminescence. 5-hydroxytryptamine receptor 2A (Mus musculus), P35363. CHO-K1 mHTR2A beta-arrestin complementation; percent of 30 µM serotonin response. activation, % at 7.6 µM. 360,000 compounds, 0.66% hits;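 active = activation above a run cutoff, the mean activation of all tested compounds plus 3 SD, cut at about 14% in these data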;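 note: 0% = plate median of compound wells and 100% = 30 µM serotonin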
Target sequence (P35363 whole entry, looked up): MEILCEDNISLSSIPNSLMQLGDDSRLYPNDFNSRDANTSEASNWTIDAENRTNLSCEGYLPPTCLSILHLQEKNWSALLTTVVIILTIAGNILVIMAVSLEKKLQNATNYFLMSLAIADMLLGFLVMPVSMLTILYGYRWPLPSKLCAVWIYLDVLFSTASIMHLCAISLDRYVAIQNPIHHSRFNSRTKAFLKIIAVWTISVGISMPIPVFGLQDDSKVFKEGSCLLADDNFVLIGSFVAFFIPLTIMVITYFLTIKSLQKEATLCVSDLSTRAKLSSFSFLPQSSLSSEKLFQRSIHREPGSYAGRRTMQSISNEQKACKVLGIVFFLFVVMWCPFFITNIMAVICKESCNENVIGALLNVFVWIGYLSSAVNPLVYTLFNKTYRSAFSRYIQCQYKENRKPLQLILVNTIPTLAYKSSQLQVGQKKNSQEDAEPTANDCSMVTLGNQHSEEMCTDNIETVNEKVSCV
aDG glyco up: activators of alpha-DG glycosylation, primary screen, uHTS, Pro5-aDG cells, AlphaScreen | activation, % at 10 µM | alpha-DG glycosylation AlphaScreen (IIH6); 0% Pro5, 100% B10-LARGE cell signal | 360,000 compounds, 0.22% hits | AID 624168, 2012;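 active = activation of at least 8% versus controls, or a plate z-score of at least 8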;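 note: Pro5 are CHO cells carrying HIG-tagged alpha-DG that lacks glycosylation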
* hit, by the source's call; · = not tested or not shown.

canonical_smiles,Vif inh,PDI turbidity,MC4R ag barr,MC4R antagonist,m5-HT2A agonist,Glyco luc inh,H9c2 protect,CaV13 FRET inh,aDG glyco up,ABCB6 inh 2
CCC(c1nnc(SCC(=O)Nc2ccc(N3CCOCC3)cc2)n1Cc1ccccc1)N(C)C (stereo unspecified),15,5,4.7,5,0,2,8,-3,-0.1,91
O=C(NCC(=O)N1CCN(c2ccccc2O)CC1)C1CCCCC1,-8,0,-2.7,-2,7,0,8,-4,3.1,96
O=C(COC(=O)c1ccccc1C(=O)c1ccccc1)NCCc1ccccc1,-3,8,1.9,25,-6,-5,4,-3,0.0,103
O=C(NCc1ccncc1)C(=O)NCC1OCCCN1S(=O)(=O)c1ccc(F)cc1 (stereo unspecified),-6,9,-2.8,-1,-4,0,3,-5,-0.3,100
O=C(NCc1cccnc1)c1ccc(Br)s1,-2,-1,0.5,19,-3,1,10,-3,0.0,97
COc1ccc(C)cc1NC(=O)C(OC(=O)c1cnc(C)cn1)c1ccccc1 (stereo unspecified),-4,-2,0.4,1,-2,1,2,-3,0.1,101
Clc1ccc(-c2cc(-c3ccccn3)on2)c(Cl)c1,-3,4,-1.0,13,1,-22,-19,-12,0.1,99
O=C(CSc1nnc(-c2cccs2)o1)OCc1ccccc1,5,-2,-0.5,5,-1,0,2,-10,0.0,99
Cc1cc(C)c(-c2csc(NC(=O)C3=COCCO3)n2)c(C)c1,4,-10,1.7,1,-8,-2,-11,-6,0.6,97
Cc1c(N)cccc1-n1cnnn1,-5,5,-1.6,18,5,0,0,-3,0.6,100
Cn1c(CNC(=O)c2ccc(F)cc2)cc2ccccc21,3,-4,-0.5,1,0,-1,-8,-2,0.0,106
COc1ccccc1C(=O)NC(=O)COC(=O)CCOc1ccccc1C,-9,-6,-4.6,7,-3,1,6,-5,0.2,102
CCn1cc(C(=O)NC2CCCC2)c(=O)c2cc(S(=O)(=O)N3CCOCC3)ccc21,-5,0,-0.1,13,1,0,6,-7,0.1,93
CCn1c(CN2CCOCC2)nnc1SCC(=O)Nc1ccc(C(C)=O)cc1,5,-4,-3.3,15,4,2,6,-6,-0.1,99
CCC1CN(C(=O)N2CCC(C(=O)NCCc3ccccc3)CC2)c2ccccc2O1 (stereo unspecified),-5,-3,-2.1,-3,12,-1,14,-6,0.5,97
COCC(=O)Oc1c(Sc2ccccc2[N+](=O)[O-])c(C)nn1C(C)(C)C,3,7,-0.7,0,1,0,19,4,0.1,93
COC(=O)c1ccc(CNC(=O)C2CCC(=O)N(Cc3ccccn3)C2)cc1 (stereo unspecified),2,-6,0.5,1,5,3,0,-3,0.4,97
COc1ccc(/C=C/C(=O)C(C(N)=O)=C2SCCS2)cc1,4,-1,-1.4,-1,-8,-10,-2,-5,0.4,104
COC(=O)c1nc(NC(=O)c2cc(OC)c(OC)c(OC)c2)n[nH]1,1,-7,0.5,4,1,1,6,-6,0.0,94
O=C(Nc1ccccn1)c1cccc(S(=O)(=O)N2CCOCC2)c1,·,6,3.4,-8,5,0,7,-1,-0.2,196
CC(C)C(=O)NNC(=O)C1CC1(c1ccccc1)c1ccccc1 (stereo unspecified),3,0,0.5,9,-7,0,5,-20,0.5,102
O=C(Nc1cc(-c2nc3ncccc3o2)ccc1Cl)c1ccc2c(c1)OCO2,4,-6,-0.3,4,4,3,-2,-7,-0.2,99
CC(=O)c1sc(-c2ccc(Cl)cc2)cc1N,22,-4,1.3,4,4,-1,4,3,0.1,102
O=C(CSc1nc2ccccc2c(=O)n1-c1ccc(F)cc1F)Nc1ccc2c(c1)CCC2,1,-1,-2.1,8,-10,-12,-1,-7,0.5,98
N#Cc1cnc(NCc2ccc(Cl)cc2Cl)nc1,2,7,0.7,-7,-4,-4,0,-4,0.0,97

The results go on.
canonical_smiles,Vif inh,PDI turbidity,MC4R ag barr,MC4R antagonist,m5-HT2A agonist,Glyco luc inh,H9c2 protect,CaV13 FRET inh,aDG glyco up,ABCB6 inh 2
C[C@H]1CN([C@@H](C)CO)C(=O)c2cc(NC(=O)CCN3CCOCC3)ccc2O[C@H]1CN(C)C(=O)Nc1ccc(F)cc1,5,1,-1.5,7,-11,2,12,-4,-0.3,101
CS(=O)(=O)Nc1cccc(C2=NN(C(=O)c3ccccc3)C(c3cccs3)C2)c1 (stereo unspecified),·,-1,-0.8,4,-1,-1,0,-20,-0.2,98
O=C(C1CC1)N1CCc2cc(Br)cc(S(=O)(=O)N3CCOCC3)c21,9,3,-0.1,-1,-2,1,2,-5,-0.2,93
CCn1cnc2sc(C(=O)N(Cc3ccc(N(C)C)cc3)Cc3ccco3)c(C)c2c1=O,-7,0,-0.7,-8,-3,0,19,-4,-1.0,89
CCOC(=O)c1c(NC(=S)NC)sc2c1CC(C)(C)SC2,-5,-7,1.3,19,1,-2,12,-6,-0.8,100
O=S1(=O)N=C2CCCCCN2C(c2ccc(Br)cc2)N1 (stereo unspecified),2,-3,-2.1,-5,1,2,-10,-17,0.0,131
CC(C)[C@@H](CO)N(C)S(=O)(=O)c1ccccc1Br,0,0,-3.0,2,-4,2,0,-4,0.0,95
COCCN1C(=O)C(=O)/C(=C(/O)c2ccc(S(=O)(=O)N3CCOCC3)cc2)C1c1ccc(OC)c(OC)c1 (stereo unspecified),-4,5,-2.7,0,3,5,-3,-5,-0.4,92
CCOc1ccc(-c2nc(-c3ccc(OC)cc3)no2)cc1OCC,-17,-6,-1.5,12,4,2,-3,-5,0.2,98
COC(=O)c1ccc(NC(=O)CSc2nnc(-c3cccnc3)o2)cc1,14,-6,-4.0,10,0,2,0,-3,-0.2,100
O=C(NCc1ccccc1)c1ccc(CS(=O)(=O)c2ccccc2)o1,·,0,-1.3,-1,7,0,-2,-7,-0.3,100
Cc1nc(Br)c(Br)n1Cc1ccccc1,-24,8,0.6,-8,-2,-1,-14,-6,0.0,93
CCC(C)(NC(=O)c1ccccn1)C(=O)NC1CCCCC1 (stereo unspecified),·,-9,-2.2,2,4,1,8,-1,-0.2,195
COc1ccccc1-c1cc(C(=O)N2CCN(c3ccccc3OC)CC2)no1,-1,14,-1.3,3,2,4,0,-7,-0.1,100
O=C(CN1C(=O)c2ccccc2S1(=O)=O)NCCC1=CCCCC1,2,6,-0.2,14,0,-3,10,0,-0.1,91
COc1cc(C)c(Cl)cc1S(=O)(=O)N1CCSC1,-1,1,-0.6,-8,11,1,1,-20,-0.1,103
CCOc1cc(CNCCc2ccc(S(N)(=O)=O)cc2)ccc1OCC(=O)NC1CCCCC1,13,3,0.8,1,-6,1,3,0,0.0,97
O=C(N/N=C/c1ccncc1)c1ccncc1,26,4,-0.1,2,6,0,-2,-6,-0.2,94
O=C(CSc1nc2ccccc2[nH]1)N/N=C/C=C\c1ccccc1[N+](=O)[O-],-1,3,-1.5,-10,1,-1,5,-2,0.4,88
Cc1ccc(C(=O)OCC(=O)NCc2ccc3c(c2)OCO3)o1,6,-8,-1.7,4,4,1,1,-5,-0.2,99
S=c1[nH]nc(-c2cccnc2)n1/N=C/c1ccccc1,-8,5,-2.3,15,-4,4,3,-5,0.0,98
CN(C)/C=C/C(=O)c1cnc(-c2ccccc2Cl)s1,1,3,-3.4,-8,1,-5,-12,-3,0.4,96
Cc1ccc2nc(NC(=O)C3CCN(S(=O)(=O)c4ccc5c(c4)oc(=O)n5C)CC3)sc2c1,-2,7,-0.1,-1,-4,1,-5,-7,0.5,98
Cc1cc(C)n(C(=O)CNC(=O)c2cccc(F)c2)n1,-4,12,0.7,-3,0,0,0,-4,-0.1,101
Nc1nnc(-c2ccc(Cl)c([N+](=O)[O-])c2)s1,-2,4,-1.2,27,-2,0,-2,7,0.0,93

Reformatted with each value named: 2 of the compounds above.
> CN(C)/C=C/C(=O)c1cnc(-c2ccccc2Cl)s1
  Vif inh = 1; PDI turbidity = 3; MC4R ag barr = -3.4; MC4R antagonist = -8; m5-HT2A agonist = 1; Glyco luc inh = -5; H9c2 protect = -12; CaV13 FRET inh = -3; aDG glyco up = 0.4; ABCB6 inh 2 = 96
> Cc1ccc2nc(NC(=O)C3CCN(S(=O)(=O)c4ccc5c(c4)oc(=O)n5C)CC3)sc2c1
  Vif inh = -2; PDI turbidity = 7; MC4R ag barr = -0.1; MC4R antagonist = -1; m5-HT2A agonist = -4; Glyco luc inh = 1; H9c2 protect = -5; CaV13 FRET inh = -7; aDG glyco up = 0.5; ABCB6 inh 2 = 98

Following part:
canonical_smiles,Vif inh,PDI turbidity,MC4R ag barr,MC4R antagonist,m5-HT2A agonist,Glyco luc inh,H9c2 protect,CaV13 FRET inh,aDG glyco up,ABCB6 inh 2
CC1CN(C(=O)c2ccc(COc3ccc4ccccc4c3)o2)CC(C)O1 (stereo unspecified),-2,-2,-3.2,-2,-1,16,3,-3,-0.2,98
CC(C)=CC(=O)N1CC[C@@H](N2CCN(c3ccccc3F)CC2)[C@H](O)C1,-1,-2,-1.6,5,17*,0,-7,-5,0.0,107
Cc1cccc(Nc2nc(Cl)ncc2F)c1C,0,-2,1.3,23,4,1,0,-2,0.0,108
CC(C)NC(=O)COC(=O)c1cccc(NS(=O)(=O)/C=C/c2ccccc2)c1,9,3,-1.4,9,-2,0,-1,-14,0.1,97
